Bioassay records (PubChem)
RXFP1 antagonist – blocks the human relaxin receptor RXFP1; HEK293-RXFP1, relaxin-stimulated cAMP HTRF, 30 min; stronger effect = lower value; AID 1259400; Q9HBX9; 0.59% of 350,000 active; activity change, negative = inhibition, % at 57.5 µM;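 active = activity change of -60% or lower, but not beyond a set lower limit; inconclusive = change between -60% and -40%, or beyond the set limit; inactive = change above -40%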; note: % is set by controls: 0 for no effect and ±100 for the full control effect
RXFP1 agonist – agonists of human relaxin receptor RXFP1. Q9HBX9. HEK293T-RXFP1 cAMP TR-FRET, 30 min; response scale: percent of porcine relaxin response, buffer zero. Potency, µM (top dose mostly 57.5 µM), for inactives: at the highest dose activation, hits mostly activators. 0.3% of 370,000 active. AID 2676; active = well fitted activation curve with a large enough effect; inconclusive = small, poorly fitted or top-dose-only effect; note: potency is the fitted concentration of half-maximal effect; % is set by controls: 0 for no effect and ±100 for the full control effect; nearly all actives have a fitted effect of over 60% in size; many of its hits are not listed in these tables
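HEK293 cells stably expressing RXFP1, treated 30 min at 37C with compounds plus PDE4 inhibitor Ro 20174; cAMP measured by HTRF TR-FRET. Normalized to buffer and 29 nM porcine relaxin; EC50 by Hill fit.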
D1 agonist – activates the human D1 dopamine receptor; activation, % at 2 µM; AID 504660; HEK293 T-REx D1 cells, calcium flux, agonist mode; 1% of 360,000 active; P21728; in the data active = activation above about 30%; note: 0% is about no effect
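Tetracycline-induced HEK293 TREx D1 cells, force-coupled to calcium signalling, were dye-loaded with a no-wash calcium kit. Compound was pin-added after a 10 s baseline. Fluorescence was read kinetically at 1 cycle/s for 180 s, with calcium rises flagged as agonism.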
D2 ag – agonists of human D2 dopamine receptor; P14416; HEK293 T-REx D2 cells, calcium flux agonist mode; activation, % at 2 µM; 0.53% of 340,000 active; AID 485358;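 active = activation over 3 SD above normal in the single-dose calcium agonist read, cut at about 30% in these data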; note: 0% is about no effect
Target sequence (P14416 whole entry, looked up): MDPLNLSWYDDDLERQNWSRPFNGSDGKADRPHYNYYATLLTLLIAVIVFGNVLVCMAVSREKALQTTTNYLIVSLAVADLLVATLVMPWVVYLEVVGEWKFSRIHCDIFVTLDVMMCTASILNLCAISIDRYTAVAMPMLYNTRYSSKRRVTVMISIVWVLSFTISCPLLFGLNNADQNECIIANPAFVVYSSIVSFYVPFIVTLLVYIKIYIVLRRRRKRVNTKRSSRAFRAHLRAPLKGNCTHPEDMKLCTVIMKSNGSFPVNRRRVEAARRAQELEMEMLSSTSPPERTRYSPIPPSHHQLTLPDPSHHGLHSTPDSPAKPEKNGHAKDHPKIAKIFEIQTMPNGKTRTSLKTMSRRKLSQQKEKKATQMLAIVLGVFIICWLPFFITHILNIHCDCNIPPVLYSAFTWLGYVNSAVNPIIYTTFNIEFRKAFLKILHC
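Tetracycline-induced HEK293 Trex cells with D2 receptor force-coupled to calcium signaling, plated overnight at 30 C and loaded with no-wash calcium dye. Calcium flux read kinetically for 180 s after compound addition; responses flag agonists.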
D1 antag – human D1 dopamine receptor antagonism. activity change, negative = inhibition, % at 10 µM. HEK293 TREx D1 cells, calcium flux, dopamine EC80; stronger effect = lower value. 3.2% of 360,000 active. P21728; in the data active = activity change below about -30%; note: % is set by controls: 0 for no effect and ±100 for the full control effect
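Using tetracycline-induced force-coupled D1 Hek293 cells and a calcium dye, signals were followed for 180 s after compound, then for 180 s after EC80 dopamine, to detect inhibitors.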
TRHR enhancer – TRH receptor (human) allosteric enhancement. P34981. TRHR cells, fluo-8 calcium fluorescence, EC20 TRH enhancement. enhancement, % at 2 µM. 0.66% of 360,000 active; in the data active = enhancement above about 30%; note: 0% is about no effect
Target sequence (P34981 whole entry, looked up): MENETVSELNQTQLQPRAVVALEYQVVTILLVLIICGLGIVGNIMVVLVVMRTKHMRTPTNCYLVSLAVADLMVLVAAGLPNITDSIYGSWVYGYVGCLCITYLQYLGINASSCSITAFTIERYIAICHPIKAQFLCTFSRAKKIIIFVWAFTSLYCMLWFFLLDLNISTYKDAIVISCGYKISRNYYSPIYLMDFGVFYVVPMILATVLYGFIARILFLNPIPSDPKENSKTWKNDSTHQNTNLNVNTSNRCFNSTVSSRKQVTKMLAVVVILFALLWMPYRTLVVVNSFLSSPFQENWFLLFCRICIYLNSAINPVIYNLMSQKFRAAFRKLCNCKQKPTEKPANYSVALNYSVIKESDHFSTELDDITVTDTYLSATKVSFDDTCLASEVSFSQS
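Enhancer read-out: after compound pinning and an initial kinetic agonist-mode read, an EC20 of TRH (10 nM final) was injected and fluo-8 calcium signal (Ex 480/Em 530) followed at 1 s/cycle for 100 cycles in TRHR-expressing cells.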
D1 potentiator – human D1 dopamine receptor positive modulation | HEK293 TREx D1 cells, calcium flux, dopamine EC20 potentiation | P21728 | AID 504651 | 0.036% of 360,000 active | potentiation, % at 10 µM; in the data active = potentiation above about 30%; note: 0% is about no effect
D2 antag – D2 dopamine receptor (human) antagonism; P14416; inhibition, % at 10 µM; AID 485344; 2% of 340,000 active; HEK293 TREx D2 cells, calcium flux, dopamine EC80; in the data active = inhibition above about 30%; note: 0% is about no effect
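Antagonism is scored as inhibition of an EC80 dopamine-evoked calcium signal in a force-coupled, tetracycline-inducible HEK293 T-REx D2 line, with compound present 180 s before agonist.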
D2 PAM – positive allosteric modulators of human D2 dopamine receptor; HEK293 T-REx D2, calcium flux, EC20 dopamine potentiation; potentiation, % at 10 µM; 0.34% of 340,000 active; P14416;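 active = potentiation over 3 SD above the plate norm, cut at about 30% in these data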; note: 0% is about no effect
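Tetracycline-induced HEK293 T-REx cells force-coupled to calcium signalling expressed D2; compounds were pin-added after a 10 s baseline, read kinetically 180 s, then an EC20 dopamine challenge followed with a further 180 s calcium read.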
Active calls of the source: *; u = inconclusive; x = no result given; [ ] = dose if it differs, or a comment. Some of the compounds tested, so the mix of outcomes need not match the whole.

SMILES	RXFP1 antagonist	RXFP1 agonist	D1 agonist	D2 ag	D1 antag	TRHR enhancer	D1 potentiator	D2 antag	D2 PAM
Cc1ccccc1NC(=O)CSc1nc(=O)n(CCN2CCOCC2)c2c1CCCC2	-3	1.6%	1	-0.9	7	-1	-5	1	11
CN1CCN(C(c2ccc(F)cc2)c2nnnn2Cc2cccs2)CC1 (stereo not drawn)	8	-0.9%	2	x	0	-4	-3	x	x
O=C(CSCc1cccc(Cl)c1)N1CCN(Cc2ccc3c(c2)OCO3)CC1	9	0.6%	12	0.2	-9	-10	-7	4	-14
C=CCOC(=O)C1=C(C)NC(=S)NC1/C=C/c1ccccc1 (stereo not drawn)	1	-1.1%	2	0.7	-8	6	9	-22	14
CCOc1ccc(NC(=O)N(Cc2c[nH]c3ccccc23)C2CCCCC2)cc1	x	0.3%	2	-0.7	-3	5	0	x	4
O=C(Nc1ccc(N2CCCCC2)cc1)c1cccnc1Cl	-6	0.1%	-1	0.5	-1	2	-4	4	12
CN(Cc1nc2ccccc2c(=O)[nH]1)Cc1nc2ccsc2c(=O)[nH]1	3	u	1	0.7	8	-2	3	-7	-6
CC1CN(CC(=O)Nc2nc3ccccc3s2)CC(C)O1 (stereo not drawn)	4	0.1%	8	0.2	-19	3	-2	6	10
Cc1ccc(S(=O)(=O)NCCc2cn3c(C)csc3n2)cc1	-8	-0.1%	0	-0.2	1	-4	-4	x	6
O=C(O)c1ccc(Nc2ncnc3ccccc23)cc1	-4	2.8%	4	2.6	9	0	0	32*	2
CC(=O)Nc1cccc(NC(=O)C2CC(=O)N(C3CCCCC3)C2)c1 (stereo not drawn)	-10	-0.3%	0	-0.7	9	5	-12	3	-2
Cc1ccc2nc(N3CCN(C(=O)CCCC(=O)O)CC3)nc(-c3ccccc3)c2c1	0	0.4%	3	-0.7	-9	7	-4	11	-3
CC1(c2ccc3ccccc3c2)NC(=O)N(CC(=O)N2CCN(S(=O)(=O)c3ccccc3F)CC2)C1=O (stereo not drawn)	-14	1.8%	11	0.7	6	-3	8	9	-2
COC(=O)c1ccccc1NC(=O)CSc1nnnn1CC(=O)O	14	0.3%	0	0.2	-8	7	-3	6	-11
O=C(COC(=O)C1COc2ccccc2O1)Nc1cccc(F)c1 (stereo not drawn)	-5	1.5%	2	-1.9	-8	-2	-2	-5	-11
COc1ccc(N/C=C\C(=O)c2ccc3ccccc3c2)cc1	-4	0.1%	9	0.3	-6	-3	-8	13	-6
COc1cccc(C2=NN(C(C)=O)C(c3cccs3)C2)c1 (stereo not drawn)	-16	4.7%	2	-1.9	-6	10	2	-8	6
COc1ccccc1S(=O)(=O)Nc1cc(S(=O)(=O)N2CCCCC2)ccc1N1CCOCC1	2	-1.3%	1	1.6	6	10	5	-13	-3
COc1ccc(CCn2c(N)c(S(=O)(=O)c3cccs3)c3nc4ccccc4nc32)cc1OC	-1	4.9%	2	x	-7	-9	0	x	4
CCOc1ccc(N(C)S(=O)(=O)c2ccc(C)c(C(=O)NCc3ccccc3OC)c2)cc1	-2	1.3%	2	-0.1	-3	-9	5	1	-6
Oc1ccc(C[C@H]2CNCCN2CCc2cccc3ccccc23)cc1	x	0.6%	7	1.6	3	-3	-5	0	-25
COc1ccc(/C=C(\NC(=O)c2ccccc2)C(=O)N2CCCCC2)cc1OC	-3	0.1%	7	0.5	-3	1	-5	-5	11
COC(=O)C1=CN(c2ccc(F)c(F)c2)C=C(C(=O)OC)C1c1ccc([N+](=O)[O-])cc1	-9	0.6%	-2	x	14	-5	0	x	x
COc1cccc(CN(CC2CCCO2)S(=O)(=O)c2ccc(-n3cnnn3)c(OC)c2)c1 (stereo not drawn)	-10	-2.0%	12	0.3	6	9	-6	-28	-4
O=C(Nc1ccc(F)cc1F)C1CCN(c2ncnc3c2sc2cccc(F)c23)CC1	8	2.8%	3	0.4	-10	3	-2	2	-1

Reprinted from the part before: 6 compounds, followed by the next part.
SMILES	RXFP1 antagonist	RXFP1 agonist	D1 agonist	D2 ag	D1 antag	TRHR enhancer	D1 potentiator	D2 antag	D2 PAM
CCOc1ccc(N(C)S(=O)(=O)c2ccc(C)c(C(=O)NCc3ccccc3OC)c2)cc1	-2	1.3%	2	-0.1	-3	-9	5	1	-6
Oc1ccc(C[C@H]2CNCCN2CCc2cccc3ccccc23)cc1	x	0.6%	7	1.6	3	-3	-5	0	-25
COc1ccc(/C=C(\NC(=O)c2ccccc2)C(=O)N2CCCCC2)cc1OC	-3	0.1%	7	0.5	-3	1	-5	-5	11
COC(=O)C1=CN(c2ccc(F)c(F)c2)C=C(C(=O)OC)C1c1ccc([N+](=O)[O-])cc1	-9	0.6%	-2	x	14	-5	0	x	x
COc1cccc(CN(CC2CCCO2)S(=O)(=O)c2ccc(-n3cnnn3)c(OC)c2)c1 (stereo not drawn)	-10	-2.0%	12	0.3	6	9	-6	-28	-4
O=C(Nc1ccc(F)cc1F)C1CCN(c2ncnc3c2sc2cccc(F)c23)CC1	8	2.8%	3	0.4	-10	3	-2	2	-1
Cc1nc(N)sc1N=Nc1c(C)n(C)n(-c2ccccc2)c1=O	-22	-60%[inhibitor]	2	-0.3	-8	4	-6	24	17
O=C(CSc1nccn1Cc1ccc(F)cc1)Nc1ccc2c(c1)OCO2	0	3.0%	0	2.2	-26	7	-5	x	x
COC(=O)c1ccc(CSc2nc3ccc(S(=O)(=O)N4CCOCC4)cc3[nH]2)cc1	35	0.3%	4	1.2	-29	3	-2	-1	7
O=C(O)c1ccc[nH]c1=S	6	1.6%	1	0.5	-14	-1	0	2	-2
Cc1ccc(C(=O)NCCc2ccc(F)cc2)s1	-2	-0.5%	5	-0.6	-14	-5	-6	-4	8
CCC(=O)OCc1cc(=O)oc2ccc3ccccc3c12	-9	2.0%	0	x	5	-2	-3	x	x
COC(=O)c1cc2c(ccn2C)n1C	-2	-2.2%	2	x	-11	-1	-3	x	5
CCOC(=O)C1CCN(S(=O)(=O)c2ccc(Cl)cc2)CC1	8	-0.5%	2	-1.1	8	-5	1	-11	3
COC(=O)c1ccc(NC(=O)CN(c2ccc(C)cc2)S(=O)(=O)c2c(C)n[nH]c2C)cc1	6	-0.8%	12	4.0	8	-2	-2	-19	-5
CCN(CC(=O)Nc1ccc(OC)c(OC)c1)S(=O)(=O)c1ccc(C)cc1	1	-0.2%	7	-0.8	-23	3	-3	-3	-5
COc1ccc(C(=O)NC2CC2)cc1OC1CCN(Cc2ccccc2O)CC1	-6	0.3%	2	-0.6	-38*	-10	-23	7	-6
Cc1ccc(C2CC(c3ccco3)n3nc(N)nc3N2)cc1 (stereo not drawn)	x	1.6%	1	1.0	-6	2	4	-7	-7
O=C(O)c1cccc(Oc2ncnc3sc4c(c23)CCCC4)c1	-4	1.7%	4	20	-7	10	-5	18	-9
CCC1=Nc2cc(C(=O)NCc3ccco3)ccc2Sc2ccccc21	x	5.3%	5	2.9	-9	-3	-6	-3	-6
CCN(CC)CCN(CC(=O)N(C1CCCCC1)C1CCCCC1)C(=O)c1cccnc1	-13	-1.3%	1	-0.5	-1	13	-1	-1	12
O=C(Cn1ncc2c3ccccc3n(Cc3ccc(F)cc3)c2c1=O)NCCCN1CCCCC1	6	-0.5%	0	-0.5	-1	3	-2	x	5
COc1ccccc1CNC(=O)CSc1nc(=O)[nH]c2c1CCC2	-1	3.2%	0	0.7	x	3	-2	x	8
CC(=O)c1coc2ccc(OCCN3CCCCC3)cc12	-23	-1.4%	2	0.4	7	0	-3	42*	-24
COc1cc(Cl)c(C)cc1NC(=O)CNC(C)c1ccccc1OC (stereo not drawn)	-26	0.8%	3	0.7	-5	15	-7	-26	-5
Cc1c(C(=O)Nc2ccc(Cc3ccncc3)cc2)cccc1[N+](=O)[O-]	4	0.5%	7	-0.9	-19	1	-7	-1	9
Cc1cc(=O)[nH]c(SCC2COC3(CCCCC3)O2)n1 (stereo not drawn)	-2	-0.3%	0	0.0	-5	-2	0	-31	7
COc1ccc(C2C(=O)N(C3CCC(C)CC3)CC(=O)N2Cc2ccc(C)cc2)cc1OC (stereo not drawn)	2	-2.9%	-4	0.9	1	-2	1	x	-7
Cc1noc(C)c1S(=O)(=O)Nc1ccc(C(=O)Nc2ccc(Br)cc2)cc1	x	-0.1%	1	0.0	-9	11	-3	x	0
O=C(COC(=O)/C=C/c1ccccc1)NCCNC(=O)COC(=O)/C=C/c1ccccc1	10	-0.1%	1	x	1	1	2	x	x
CC1CC(C)CN(c2nc3c(c(=O)n(C)c(=O)n3C)n2C)C1 (stereo not drawn)	10	5.7%	3	0.1	-5	-2	-1	-9	-4

New compounds follow
SMILES	RXFP1 antagonist	RXFP1 agonist	D1 agonist	D2 ag	D1 antag	TRHR enhancer	D1 potentiator	D2 antag	D2 PAM
CC(C)OCCCNC(=O)c1ccc(CN2CCc3ccccc3C2)cc1	0	-2.4%	3	-0.4	13	1	-1	44*	-21
O=C(CN1CCCc2ccccc21)N1CCc2ccccc21	0	-1.3%	0	-2.1	18	0	-2	4	19
Cn1c(=O)c(=O)n(C)c2cc(S(=O)(=O)NCCOc3ccccc3Cl)ccc21	3	2.9%	1	1.2	7	-4	-6	-2	-5
CCOc1ccccc1C(=O)NC(C(=O)N(C)Cc1ccc2c(c1)OCO2)C(C)C (stereo not drawn)	5	1.8%	3	-0.4	-30	6	13	-13	5
O=C(NC1CCCCC1)N1CCC(n2cnc3ccccc32)CC1	11	-1.8%	1	0.5	12	-3	0	-9	7
COc1ccc(C(=O)c2ccc(OC)c(OC)c2)cc1OC	-4	12%	5	-0.2	7	1	-4	-7	-8
O=C1N(CCCCN2C(=O)C3(OCCO3)c3ccccc32)c2ccccc2C12OCCO2	6	1.2%	8	0.9	4	1	-1	1	x
CCOC(=O)c1c(C)[nH]c(C)c1C(=O)Cn1nnc(-c2ccccc2C)n1	17	0.1%	0	28	-6	-6	3	29	-8
Cc1cc(C(F)(F)F)n2nc(-c3cnn(C)c3C(F)(F)F)c(Br)c2n1	6	0.4%	1	-0.5	-6	1	-1	2	-8
Cc1cccc(NC(=O)CN2C(=O)NC(C)(c3ccc4c(c3)OCO4)C2=O)c1 (stereo not drawn)	11	-0.4%	9	0.7	4	6	3	4	0
C#CCn1cc(/C=N/Nc2nc3ccccc3[nH]2)c2ccccc21	-38	0.1%	7	-0.5	6	-2	-7	-26	-22
CCOc1ccc(-c2nnn(CC(=O)N3CCCC(C)C3)n2)cc1 (stereo not drawn)	2	-0.3%	2	1.2	14	-3	1	10	-8
COc1ccc2nc(C)c(C(=O)OCCN(C)C)cc2c1	x	-1.1%	1	1.5	-2	0	0	7	-7
O=C(NNC(=O)c1cccnc1)c1ccncc1	-6	1.8%	0	-0.2	-9	-2	8	1	2
CCCC(=O)NCCCCNC(=O)CCC	-1	2.4%	2	-0.7	-11	-4	-1	11	-8
